Assay outcomes as filed in PubChem.
FEN1 inhibitor: qHTS Assay for the Inhibitors of Human Flap endonuclease 1 (FEN1); hit rate 0.35% among 390,000; AID 588795, 2011; Recombinant FEN1 flap cleavage, fluorescence, 15 min; Potency, µM (highest dose often 114 µM), for the others: at the top dose activity change, negative = inhibition, most hits filed as inhibitors; further: nearly all actives have a fitted effect of over 65% in size
Target sequence (P39748 whole entry, looked up): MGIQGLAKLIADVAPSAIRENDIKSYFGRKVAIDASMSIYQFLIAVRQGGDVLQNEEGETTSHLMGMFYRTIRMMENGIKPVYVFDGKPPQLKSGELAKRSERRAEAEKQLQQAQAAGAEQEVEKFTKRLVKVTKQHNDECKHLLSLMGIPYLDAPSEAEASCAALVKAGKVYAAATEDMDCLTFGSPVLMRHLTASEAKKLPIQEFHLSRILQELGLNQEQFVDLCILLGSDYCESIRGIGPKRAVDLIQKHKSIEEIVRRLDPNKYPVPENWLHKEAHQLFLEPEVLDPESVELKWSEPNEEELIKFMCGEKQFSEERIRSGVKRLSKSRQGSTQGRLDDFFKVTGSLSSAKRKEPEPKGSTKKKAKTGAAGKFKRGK
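Read-out was taken twice, immediately and after 15 min, following addition of 50 nM substrate to 10 nM FEN1 that had sat with test compound for 15 min at room temperature. Curves came from a four-parameter Hill model.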
DT40 TDP1 CPT: qHTS for Inhibitors of human tyrosyl-DNA phosphodiesterase 1 (TDP1): qHTS in cells in presence of CPT. chicken DT40 Tdp1-/-;hTDP1 cells + 20 nM CPT, ATP luminescence, 48 h. hit rate 12% among 420,000. Potency, µM (highest dose often 46.2 µM), for inactives: at the top dose activity change, negative = growth inhibition, usual class: inhibitors; further: nearly all actives have a fitted effect of over 55% in size
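Cell growth measured by CellTiter-Glo luminescence after a minimum 48 h, 37 C compound exposure with 20 nM CPT in Tdp1-knockout DT40 cells stably expressing hTDP1, seeded 400/well; qHTS titration format.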
N370S GC: qHTS Assay for Inhibitors and Activators of N370S glucocerebrosidase as a Potential Chaperone Treatment of Gaucher Disease; Lysosomal acid glucosylceramidase (Homo sapiens), P04062; N370S GC spleen homogenate, 4MU-glucoside fluorescence; Potency, µM (series often up to 59.4 µM), for inactives: top-dose activity change, negative = inhibition, actives largely listed as inhibitors; hit rate 0.092% among 330,000; AID 2101, 2009;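 further: 0% = full enzyme activity and -100% = no enzyme basal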
The depositor's hits bear a star; u = inconclusive; x = no result given; & = joins results of further samples; ! = not active in a repeat; [ ] = remark or other dose. The call rests on the fitted dose curve; in most records, active means well fitted curve in the direction sought with a large enough effect; inconclusive means small, poorly fitted or top-dose-only effect, or another doubt; inactive means no such curve, though single readings can be large; an effect the other way counts as inactive or inconclusive. Unless noted, on the % scale 0 is the no-effect control and ±100 the full control effect; potency means the concentration at half of the fitted maximal effect.

SMILES	FEN1 inhibitor	DT40 TDP1 CPT	N370S GC
O=C(N1CCOCCOc2ccccc2OCCOCC1)C(F)(F)F	2%	-7%	-3%
CS(=O)(=O)c1ccc(C(=O)NCc2ccc(F)cc2)cc1	2%	2%	-13%
O=C(c1ccccc1C(=O)N1CCN(c2ccccc2)CC1)N1CCN(c2ccccc2)CC1	-4%	u	-1%
Cc1ccc(S(=O)(=O)N2CCCC(CCC(=O)NCc3ccccc3F)C2)s1 (configuration not stated)	-21%	-28%	-21%
COc1ccc(-c2nnc(SCC(=O)NC(C)c3ccccc3)o2)cc1OC (configuration not stated)	1%	-5%	7%[2.35 µM]
COc1ccc2[nH]cc(CCNC(=O)CCC3CCCCC3)c2c1	-14%	-21%	5%
CNC(=O)C(=O)Nc1cc2c3c(c1)C(C)C(=O)N3CCC2 (configuration not stated)	20%	-1%	-7%
CC(=O)c1cccc(NS(=O)(=O)c2ccc3c(c2)oc(=O)n3C)c1	-5%	u	11%
CCCCCCN[C@H]1CCC2C3CC=C4C[C@@H](O)CC[C@]4(C)C3CC[C@@]21C (some centres not stated)	-4%	16µM*	x
CCOC(=O)Cc1csc(NC(=O)CSc2nnc(-c3ccc(NS(=O)(=O)CC)cc3)o2)n1	-4%	-28%	x
Cc1ccc(S(=O)(=O)c2cc3c(=O)n4ccccc4nc3n(Cc3ccco3)c2=N)cc1C	-5%	u	u
O=C(CN1C(=O)NC2(CCCCCC2)C1=O)Nc1ccc(Cl)c([N+](=O)[O-])c1	7%	u	x
O=C(O)c1c(-c2ccccc2)oc2ccc(OCc3c(F)cccc3Cl)cc12	-1%	-1%	x
CSc1nnc(CSCc2ccc(Cl)cc2Cl)n1-c1ccccc1	u	u	5%
COCCn1c(=O)c(-c2ccc(F)c(F)c2)nc2cncnc21	x	-4%	u

Next section; the last two above are carried over.
SMILES	FEN1 inhibitor	DT40 TDP1 CPT	N370S GC
CSc1nnc(CSCc2ccc(Cl)cc2Cl)n1-c1ccccc1	u	u	5%
COCCn1c(=O)c(-c2ccc(F)c(F)c2)nc2cncnc21	x	-4%	u
O=C(N/N=C/c1ccc2c(c1)OCO2)c1ccc(NS(=O)(=O)c2cccs2)cc1	-17%	6%	-5%
COC(=O)/C(=C\c1c(OC)cc(OC)cc1OC)C(=O)c1ccc2c(c1)OCO2	-13%&-21%	-12%	-1%
COc1ccc(N(C(=O)CNC(=O)c2ccco2)C(C(=O)NCC2CCCO2)c2ccccc2)c(OC)c1 (configuration not stated)	15%	-17%	0%
CN(C)c1ccc(/C=C(/C(=O)c2ccc(Cl)cc2Cl)n2cncn2)cc1	-18%	23µM*	10%
CCc1nnc(NC(=O)CSc2nc3c(c(=O)n2CC)SC(C)C3)s1 (configuration not stated)	19%	18µM*	6%
COc1ccc2[nH]c(C)c(CN3CCC(C)CC3)c(=O)c2c1	-6%	-14%	9%
O=C(NCc1ccccn1)C1CCN(C(=O)c2cc3sccc3n2Cc2ccc(F)cc2)CC1	-12%	u	-2%
O=C(N/N=C/c1ccco1)c1cc(-c2ccccc2)nc2ccccc12	-21%	u	u
Cc1ccc(C(=O)OCc2nc3ccsc3c(=O)[nH]2)o1	4%	-2%	-8%
COc1ccc(Nc2nnc(-c3ccc(C(=O)NCCO)cc3)c3ccccc23)cc1	-18%	3.3µM*	-25%
Cc1ccc2nc(-c3cc(NC(=O)/C=C/c4ccccc4)ccc3Cl)oc2c1	u	23µM*	x
O=C(NC(=S)N(Cc1ccccc1)Cc1ccccc1)C1CCCCC1	-12%	u	u
O=C(Nc1ccc2c(c1)CCCN2C(=O)c1cccs1)c1ccccc1	2%&11%	16µM*	-6%
COC1=C/C(=C/c2c(N)n3nc(-c4ccc(C)cc4)sc3nc2=O)C=CC1=O	u	-2%	4%
Cc1onc(-c2ccccc2Cl)c1C(=O)Nc1ccc(S(=O)(=O)N2CCCC2)cc1	-21%	u	-8%

Look-ups from the list.
`CC(=O)c1cccc(NS(=O)(=O)c2ccc3c(c2)oc(=O)n3C)c1` in N370S GC is entered as 11%
`COc1ccc(-c2nnc(SCC(=O)NC(C)c3ccccc3)o2)cc1OC` (configuration not stated) in FEN1 inhibitor is entered as 1%
`Cc1ccc2nc(-c3cc(NC(=O)/C=C/c4ccccc4)ccc3Cl)oc2c1` in DT40 TDP1 CPT is entered as 23µM*
`O=C(N1CCOCCOc2ccccc2OCCOCC1)C(F)(F)F` in N370S GC is entered as -3%
`O=C(Nc1ccc2c(c1)CCCN2C(=O)c1cccs1)c1ccccc1` in FEN1 inhibitor is entered as 2%&11%
`Cc1onc(-c2ccccc2Cl)c1C(=O)Nc1ccc(S(=O)(=O)N2CCCC2)cc1` in N370S GC is entered as -8%
`CNC(=O)C(=O)Nc1cc2c3c(c1)C(C)C(=O)N3CCC2` (configuration not stated) in FEN1 inhibitor is entered as 20%

(cont.)
SMILES	FEN1 inhibitor	DT40 TDP1 CPT	N370S GC
O=C(Nc1nc2cc3c(cc2s1)OCCO3)c1cccc(N2C(=O)CCC2=O)c1	5%	-3%	-6%
Cc1ccc2cccc(N=Cc3c(C)[nH]n(-c4ccccc4)c3=O)c2n1	-25%	u	-3%
CN(CC(=O)Nc1ccc(OC(F)(F)F)cc1)S(=O)(=O)c1cnc[nH]1	-1%	-9%	-12%
CC(=O)CN1Cc2ccccc2/C1=N\C(=O)Nc1ccccc1	-14%	-2%	2%
O=C(Nc1ccc(S(=O)(=O)N2CCCCC2)cc1)c1ccccc1F	-2%	-4%	-2%
C#CCOCCOCCOCCNc1nc(N2CCN(C(=O)[C@H](CCCCN)n3cc(CN)nn3)CC2)nc(N2CCN(C(=O)[C@H](CCC(=O)O)n3cc([C@@H](N)CCSC)nn3)CC2)n1	-10%	38%[activator]	x
O=C1CSC(c2cccnc2)N1c1ccc(Cl)cc1 (configuration not stated)	8%	-11%	2%
Cc1cc(OCCN2CCOCC2)ccc1Cl	-2%	-18%	-7%
CCCNC(=O)NC(=O)CSc1nc(C)cs1	2%	2%	-3%
COc1ccc(CN2CCNC(=O)C2CC(=O)NC2CCCCCCC2)cc1OC (configuration not stated)	0%	-14%	6%
COc1ccccc1NS(=O)(=O)c1ccc(Cl)c(NC(=O)c2sc3cc(Cl)ccc3c2Cl)c1	-2%	-29%	-3%
COc1ccc2cc(/C=N/O)c(Cl)nc2c1	-2%	-15%	-2%
Cc1ccc2nc(COc3cccc(NC(=O)Nc4ccc(C)c(Cl)c4)c3)cc(=O)n2c1	-9%	-18%	x
CCN(CC)c1ccc(NS(=O)(=O)c2ccc(OC)cc2)cc1	15%	20%	4%
CCCn1c(SCC(=O)Nc2c(C)cccc2CC)nnc1C(C)C	4%	-9%	4%
O=[N+]([O-])c1cc(Cl)ccc1Oc1ccc(-c2nnco2)cc1	4%	-7%	-23%
O=C(Nc1ccc(Cl)c(Cl)c1)Nc1nccs1	u	2.1µM*	8%
COc1ccc(-c2noc(N3CCN(c4ccc(Cl)cc4)CC3)n2)cc1OC	14%	-10%	x
COc1cc2[nH]c(=O)n(CCC(=O)N3CCN(c4ccc(Cl)cc4)CC3)c(=O)c2cc1OC	1%	-21%	x
Cc1ccc(S(=O)(=O)N(C)C)cc1NC(=O)c1c(-c2c(F)cccc2Cl)noc1C	-1%	-13%	-5%
CCOc1cc(C(=O)Nc2ccccc2F)cc(Br)c1OCC	3%	21µM*	22%
Cc1cc(NC(=O)COC(=O)c2ccc([N+](=O)[O-])cc2Cl)no1	17%	5%	x
CCOC(=O)N1CCC(N2CCCC(C(=O)c3cc(C)c(OC)c(C)c3)C2)CC1 (configuration not stated)	-4%	-20%	22%
CC1CCCN(C(=O)C2CCN(S(=O)(=O)c3cccc4nonc34)CC2)C1 (configuration not stated)	13%	2%	-4%
COc1cc(C(=O)N=C2SC3CS(=O)(=O)CC3N2c2ccccc2)cc(OC)c1OC (configuration not stated)	-5%	-1%	-22%
CC(C)Cc1nc(NCCN2CCOCC2)c(C#N)c2c1COC(C)(C)C2	14%	u	u
Cc1ccc(Cl)cc1-c1ccc(/C=N/n2cnnc2)o1	-10%	-8%	-8%
CCN(CC)C(=O)CSC1=C(C#N)C(c2ccco2)C(C(=O)OCCOC)=C(C)N1 (configuration not stated)	-4%&-13%	21µM*!	5%
O=C(CNc1cccc(C(F)(F)F)c1)N/N=C/c1ccccc1C(=O)O	-7%	-6%	0%
CCOC(=O)C1(Cc2ccc(OC)cc2)CCN(C(=O)c2cc(C)nn2C)CC1	-13%	23µM*	-2%
Cc1oc(-c2ccc(Cl)cc2)nc1CS(=O)CC(=O)NCc1ccc(Cl)cc1 (configuration not stated)	11%	u	x
COc1ccc(/C=C/C(=O)N2CCN(C)CC2)cc1OC	2%	-2%	-1%
CC(NC(=S)NC1CCCCC1)C(c1ccccc1)N1CCOCC1 (configuration not stated)	10%	-22%	-6%
Nc1nc(SCc2ccc([N+](=O)[O-])cc2)nc2nc3c(cc12)CCCC3	-1%	-19%	4%
CC(=O)Nc1cccc(NC(=O)C(=O)Nc2ccc3c(c2)N(C(=O)C2CC2)CCC3)c1	-3%	u	-3%
O=C(O)Cn1c2ccccc2c2ccccc21	-11%	3%	3%
Cc1ccc(C2(CC(=O)Nc3nccs3)CCOC(C(C)C)C2)cc1 (configuration not stated)	6%	1%	-2%
COC(=O)c1ccc(C2/C(=C(/O)c3ccc(OC)cc3)C(=O)C(=O)N2Cc2ccco2)cc1 (configuration not stated)	12%	-7%	13%
O=C(CSc1cccc[n+]1[O-])Nc1cccc(Oc2ccccc2)c1	4%	-5%	14%
CC1CC(C)CN(Cc2nc(N)nc(Nc3ccc4ccccc4c3)n2)C1 (configuration not stated)	6%	23µM*	-24%
COC(=O)c1cc(OC)c(OC)cc1NC(=S)N1CCN(C)CC1	-10%	-16%	-1%
COc1ccc(NC(=O)C2CCCN(S(=O)(=O)c3cccnc3)C2)cc1 (configuration not stated)	0%	-9%	-17%
Cc1ccc(NC(=O)NCCCN2CCCC2=O)cc1Cl	-9%	-19%	6%
COc1ccc(CCNS(=O)(=O)c2ccc(F)cc2)cc1OC	-4%	-14%	6%[2.35 µM]
COc1ccc(OC)c(CNC(=O)CCn2c(=O)c3cccn3c3ccc(F)cc32)c1	-4%&-2%	u	-2%
Cc1ccc(S(=O)(=O)NC(Cc2ccccc2)C(=O)O)cc1 (configuration not stated)	-8%	-2%	-1%
CCOC(=O)CCCn1nc(C)n2c(cc3sccc32)c1=O	2%	-13%	2%
Cc1cc(NC(=O)CCc2nc3cccnc3n2-c2ccccc2)ccc1Br	-11%	u	x
COC(=O)NNC(=O)Cc1cccc2ccccc12	9%	11%	-4%

Reformatted comma-delimited: two of the compounds above.
smiles,FEN1 inhibitor,DT40 TDP1 CPT,N370S GC
Cc1ccc(S(=O)(=O)NC(Cc2ccccc2)C(=O)O)cc1 (configuration not stated),-8%,-2%,-1%
CCOC(=O)CCCn1nc(C)n2c(cc3sccc32)c1=O,2%,-13%,2%

Sorted by molecular weight (largest number first): 3 of the compounds above.
SMILES	FEN1 inhibitor	DT40 TDP1 CPT	N370S GC
Cc1cc(NC(=O)CCc2nc3cccnc3n2-c2ccccc2)ccc1Br	-11%	u	x
COc1ccc(CCNS(=O)(=O)c2ccc(F)cc2)cc1OC	-4%	-14%	6%[2.35 µM]
COC(=O)NNC(=O)Cc1cccc2ccccc12	9%	11%	-4%

This is a subset (hit frequency here may not be typical).
